M17LAP inhibition – P. falciparum M17LAP inhibitors, primary screen, biochemical, fluorogenic H-Leu-NHMec substrate, 1536-well (AID 1619); recombinant M17LAP, H-Leu-NHMec fluorogenic kinetic assay; higher % means a stronger effect; inhibition, % at 30 µM; hits with a dose series show IC50 in µM; 220,000 compounds, 0.38% hits;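 active means compound inhibiting the enzyme by more than half at any dose during confirmatory dose-response retesting; inconclusive means strong single-dose inhibitors picked by rank but not retested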;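 further: plate controls were full reaction with DMSO carrier for no effect and no enzyme background for full effect; strong numbers were not always called active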
P. falciparum M1AAP – P. falciparum M1AAP inhibitors, biochemical, fluorogenic H-Leu-NHMec substrate, 1536-well (AID 1445); 220,000 compounds, 0.42% hits; one-dose inhibition, % at 30 µM; IC50 in µM for titrated hits; recombinant M1AAP, H-Leu-NHMec fluorogenic kinetic assay; higher % means a stronger effect;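 active means primary inhibition above the hit cutoff, then over 50% inhibition at one or more dose response concentrations, cut at about 23% in these data, passing the limit was not always enough; inconclusive means conflicting primary data, or primary hits not chosen for dose response; inactive means low primary inhibition, or under 50% at every dose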;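 further: plate controls were DMSO full reaction for no effect and no enzyme background for full effect; strong numbers were not always called active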
human PMI inhibitors – MPI inhibition at elevated mannose 6-phosphate – biochemical, fluorescence intensity, high mannose 6-phosphate, primary screen (AID 1220). recombinant PMI enzyme, coupled fluorescence intensity; higher % means a stronger effect. one-dose inhibition, % at 20 µM; IC50 in µM for titrated hits. 190,000 compounds, 0.66% hits
RSV CPE inhibition – RSV antiviral activity via CPE protection, HEp-2 cells, primary 10 µM value included (AID 2391); HEp-2 cells, RSV-induced CPE inhibition; higher % means a stronger effect; 310,000 compounds, 0.13% hits; CPE inhibition, % at 10 µM, or IC50 in µM where a hit was titrated; in the data active means a potency from the dose series; inconclusive means CPE inhibition mostly from about 23% at the one dose, without a potency; inactive means the rest, 99 in 100 with CPE inhibition below about 21%; further: strong numbers were not always called active
TNAP activators – human TNAP enzyme activators, primary screen, biochemical, luminescent, no phosphate acceptor, uHTS (AID 1001); 200,000 compounds, 0.03% hits; one-dose activation fold at 20 µM; EC50 in µM for titrated hits; purified TNAP, luminescent activation assay, no phosphate acceptor; higher activation fold means a stronger effect; in the data active means activation fold from about 3, or a potency from the dose series; inactive means the rest, 99 in 100 with activation fold below about 1.6; further: many of its hits are not listed in these tables
T cell modulator – modulates CD8 T cell binding to vesicles; 2C CD8+ T cell-vesicle binding, flow cytometry; hits give low values; calls only at 7 µM; 330,000 compounds, 0.068% hits; AID 2052;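 active means response, share of CD8 T cells binding vesicles, and their 90th percentile fluorescence all below set limits, cut at about 80% in these data, passing the limit was not always enough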
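Test system: purified 2C TCR transgenic mouse naive CD8+ T cells. Probe or stimulus: QL9-peptide-loaded Drosophila micro-vesicles bearing Ld, ICAM-1 and B7-1. Incubation: binding step 1.5 h, 37 °C, antibody labelling 20 min, ice. Measured by: flow cytometry of vesicle-bound cells.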
West Nile antiviral – West Nile virus antiviral activity, cell-based, CPE readout (AID 1621) | West Nile virus-infected cells, CPE inhibition; higher % means a stronger effect | CPE inhibition, % at 10 µM; hits with a dose series show IC50 in µM | 290,000 compounds, 0.02% hits; in the data active means a potency from the dose series; inconclusive means CPE inhibition mostly from about 3.7% at the one dose, without a potency; inactive means the rest, 99 in 100 with CPE inhibition below about 2.2%; further: strong numbers were not always called active
K1F lysis inhibition – protection from phage-mediated lysis, alamar blue read-out – E. coli UTI89, K1F phage, bacterial capsule biogenesis inhibitors (AID 488966); 340,000 compounds, 0.02% hits; one-dose inhibition, % at 100 µM; IC50 in µM for titrated hits; E. coli UTI89 K1F phage lysis, alamar blue, 2 h; higher % means a stronger effect;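 active means phage lysis inhibition, versus mean bacterial control, above a set limit; inconclusive means no clear call, values can overlap the other calls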;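 further: capsule biogenesis inhibitors block K1F phage lysis so surviving cells raise fluorescence; higher fluorescence means more inhibition of phage lysis; actives were called in the ten point dose series up to 300 µM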
PMI inhibitors – MPI enzyme activity inhibition – biochemical, fluorescence intensity, coupled assay, primary screen (AID 1209). purified PMI enzyme, coupled fluorescence intensity; higher % means a stronger effect. inhibition, % at 20 µM, or IC50 in µM where a hit was titrated. 190,000 compounds, 0.42% hits;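 further: plate controls were DMSO vehicle for no effect and wells lacking substrate for full effect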
T cell modulator vesicle-bound % – also measured in T cell modulator; calls as there; double positive events, %; measured here: CD8+ vesicle-bound cell fraction;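 binding gate set so that unloaded-vesicle control wells show 10% double positive cells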
* = called active by the depositor; i = inactive; ? = inconclusive; . = no result given; [ ] = remark or other dose. Unless noted, no stated cut-off is given here; in the data, active means inhibition above about 50%; inactive means the rest.

SMILES	M17LAP inhibition	P. falciparum M1AAP	human PMI inhibitors	RSV CPE inhibition	TNAP activators	T cell modulator	T cell modulator vesicle-bound %	West Nile antiviral	K1F lysis inhibition	PMI inhibitors
S=C(NNC(=S)NC1CC2CCC1C2)NC1CC2C=CC1C2 (stereo not drawn)	5.9%	-3.9%	.	2.6%	.	i	29.5	-0.8%	.	.
C[C@H](NC(=O)[C@@H]1Cc2ccccc2CN1)C(=O)NC1CCCC1	.	.	.	5.0%	.	i	12.8	0.0%	0.0%	.
COC(=O)c1ccc(/C=N/NC(=S)NCCN2CCOCC2)cc1	2.2%	10.3%	-1.5%	-0.1%	1	i	58.3	0.0%	0.0%	3.8%
COc1ccc(CN2CCN(Cc3c[nH]c4ccccc34)CC2CCO)c(F)c1 (stereo not drawn)	.	.	.	0.6%	.	i	58.6	-0.7%	0.4%	.
CN(C)c1cc(-c2ccc(C#N)cc2)oc(=O)c1Cl	6.4%	9.8%	.	0.6%	.	i	19.1	0.0%	.	.
C/C(=N/Nc1nc(C)cc(-c2ccccc2)n1)c1ccco1	5.5%	8.6%	-2.2%	2.8%	1	i	42.5	-0.8%	1.5%	5.9%
O=C(c1cccnc1)N(Cc1ccccc1)c1ccccc1	-9.1%	-2.2%	-1.3%	.	1.1	i	26.4	-0.3%	3.8%	2.0%
O=C(NNC(=O)c1ccco1)c1ccccc1	-11.0%	6.3%	4.1%	1.5%	0.9	i	49.6	-0.1%	0.9%	10.7%
CCOC(=O)c1nnsc1N	-7.0%	-4.8%	.	3.0%	.	i	51.7	0.8%	-0.1%	.
COC(=O)c1nc2n(n1)C(c1ccc(OC)c(OC)c1)C(C(=O)OC1CCCCC1)=C(C)N2 (stereo not drawn)	0.8%	4.5%	7.2%	-0.4%	1.1	i	55.0	-0.5%	-0.1%	12.5%
CCCC1Cc2nc(Cl)c(C#N)cc2CO1 (stereo not drawn)	3.3%	-0.3%	.	-0.4%	.	i	27.9	0.1%	.	.
O=c1cc(CSc2ccccc2)[nH]c(=S)[nH]1	12.5µM*	5.4%	-11.7%	1.3%	1.1	i	8.8	0.0%	0.1%	-6.6%
CN1CCN(C2=C(Cl)C(=O)N(CCc3ccccc3)C2=O)CC1	22.3%	8.6%	2.0%	-0.9%	0.9	i	60.8	0.7%	-0.3%	8.2%
COc1cccc(NC(=O)CN(c2cccc(F)c2)S(C)(=O)=O)c1	9.4%	7.6%	3.5%	0.4%	1.1	i	69.2	-0.5%	0.2%	7.4%
Cc1ccc([N+](=O)[O-])cc1NC(=O)Cc1ccc(F)cc1	-7.7%	-1.0%	-12.1%	-0.4%	0.9	i	55.0	0.4%	0.2%	-13.2%
COC(=O)c1ccccc1NC(=O)CN1CCCCC1	-1.9%	0.9%	-3.3%	0.9%	1.1	i	59.1	-0.4%	0.2%	1.3%
COCCn1c(SCc2cnc(-c3ccccc3)s2)nnc1-c1ccncc1	5.4%	-3.8%	-2.0%	6.7%	1	i	55.2	0.8%	0.8%	-3.4%
NS(=O)(=O)c1ccc(CCNCC(=O)N2CCC(Cc3ccccc3)CC2)cc1	8.2%	3.2%	.	-1.5%	.	i	32.0	-0.8%	-0.1%	.
COc1ccc(-c2ccc(SCC(=O)Nc3cccc(C(C)=O)c3)nn2)cc1OC	-6.7%	7.8%	5.5%	10.6%	1.1	i	34.1	-0.4%	0.1%	13.2%
CCn1nc(C)cc1C(=O)N1CCCC(C(=O)c2ccc(Oc3ccccc3)cc2)C1 (stereo not drawn)	.	.	.	6.9%	.	i	59.8	-0.6%	1.2%	.
CCOCCCNC(=O)CC1Oc2ccc(C)cc2NC1=O (stereo not drawn)	9.3%	4.1%	4.8%	3.8%	1.1	i	39.1	0.1%	6.4%	9.8%
Cc1ccnc(NC(=O)CCCOc2cc(=O)n(C)c3ccccc23)c1	16.0%	2.9%	3.7%	-0.5%	1.1	i	25.7	0.4%	0.1%	6.4%
S=C(Nc1cccc(Cl)c1)N1CCN(c2ccccn2)CC1	.	.	.	5.8%	.	i	58.4	-0.5%	0.1%	.
C=CCN(C(=O)CNS(=O)(=O)c1ccccc1)C(C(=O)NCCOC)c1cccnc1 (stereo not drawn)	.	.	.	1.9%	.	i	30.8	-0.6%	-0.3%	.
CN(CCCC1CCCC1)C(=O)CCc1nnc(-c2ccccc2)o1	-1.5%	3.6%	-13.9%	-1.2%	1	i	24.9	0.8%	-0.2%	-2.7%
COc1ccc(/C=C2\SC(=Nc3ccccc3OC)NC2=O)cc1	.	.	.	-0.3%	.	i	38.2	3.3%	-1.4%	.
CCO[C@H]1OC(C(=O)N2CCCCCCC2)=C[C@@H](c2ccccc2)[C@@H]1CCCO	-4.0%	3.6%	-4.9%	1.0%	1.1	.	.	.	4.7%	-2.0%
COc1ccc(NC(=O)C2CCN(c3ncnc4c3nc3n4CCCCC3)CC2)c(OC)c1	.	.	.	?	.	i	19.9	0.3%	-0.1%	.
O=C(c1ccc2c(c1)OCO2)C1CCCN(C(=O)NCc2ccccc2)C1 (stereo not drawn)	-12.9%	-4.7%	0.4%	-0.6%	1	i	41.2	-1.2%	0.2%	3.3%
CCCSc1nnc(NC(=O)c2nc(SC)ncc2Cl)s1	34.2µM*	109µM*	-5.8%	-0.2%	1.1	i	25.4	0.8%	2.4%	-7.8%
Cc1ccc(NC2CCCN(C(=O)c3cn4cccc(C)c4n3)C2)cc1C (stereo not drawn)	.	.	.	2.1%	.	i	4.4	0.2%	-0.3%	.
O=C(Cn1c(=O)n(CCCC(=O)NC2CCCC2)c(=O)c2ccccc21)NCCC1=CCCCC1	-1.7%	-1.8%	5.8%	2.9%	1.1	i	49.7	-0.1%	1.2%	12.1%
CCOC(=O)c1c(C)[nH]c(C(=O)COC(=O)COc2ccc(OC)cc2)c1C	-4.2%	-1.3%	-9.1%	10.2%	1.2	i	59.6	0.0%	0.2%	7.1%
COc1cc(C(=O)N[C@@H](C)C(=O)N2CCC3(CC2)NCCc2[nH]cnc23)cc(OC)c1OC	.	.	.	1.1%	.	i	12.8	-0.1%	0.3%	.
COc1cc(OC)cc(C(=O)NCC2CCCN(C(=O)c3oc(C)cc3C)C2)c1 (stereo not drawn)	.	.	.	1.5%	.	i	65.1	-1.1%	-0.1%	.
COc1ccc(/C=N/NC(=O)CC(=O)NCc2cccnc2)c(OC)c1	0.1%	0.0%	-2.2%	0.8%	0.9	i	50.4	0.3%	1.6%[50 µM]	3.3%
C#CCOCCOCCOCCNc1nc(N2CCN(C(=O)[C@H]([C@@H](C)CC)n3cc([C@@H](N)CO)nn3)CC2)nc(N2CCN(C(=O)[C@H](CCCCN)n3cc([C@@H](N)CC(C)C)nn3)CC2)n1	3.8%	-4.8%	-22.8%	0.3%	1	i	29.3	1.1%	.	-24.8%
Cc1cc(=O)oc(C)c1C(=O)NCC1CCCO1 (stereo not drawn)	-6.8%	-6.5%	12.5%	1.8%	1.1	i	20.5	-0.3%	0.0%	14.8%
Cc1ccc(OCC(=O)N2CCN(C(=O)c3ccco3)CC2)cc1	3.3%	0.8%	9.7%	1.1%	1	i	30.7	-0.5%	0.3%	8.4%
O=C(NCc1ccco1)c1ccccc1-c1nc(-c2ccc(F)cc2)no1	3.0%	11.3%	.	-0.2%	.	i	34.1	0.4%	0.6%	.
CC(C)(O)C#Cc1ccc(C(=O)N2CCN(C(=O)c3ccco3)CC2)cc1	6.3%	4.0%	-11.7%	4.5%	1.1	i	30.0	-0.5%	0.5%	-8.1%
Cc1cc(NC(=O)CCC2COc3ccccc3O2)no1 (stereo not drawn)	0.6%	0.1%	-1.1%	0.7%	1.1	i	31.9	0.3%	0.4%	4.4%
COc1ccc(CCN2CC(C(=O)N3CCN(C(C)=O)CC3)CCC2=O)cc1 (stereo not drawn)	.	.	.	1.6%	.	i	38.5	-0.5%	0.2%	.
Cc1ccc(S(=O)(=O)NCC(=O)NCCc2c[nH]c3ccccc23)cc1C	.	.	.	8.2%	.	i	68.1	-0.3%	-0.2%	.
Cc1sc2nc(CSc3n[nH]c(N)n3)[nH]c(=O)c2c1C	7.5%	6.1%	-5.2%	0.6%	1.2	i	57.5	0.3%	.	-10.2%
CCS(=O)(=O)N1CCCC(C(=O)N2CCc3ccccc3C2)C1 (stereo not drawn)	15.3%	-1.0%	9.0%	0.3%	1.1	i	51.6	.	-0.1%	-2.1%
COC(=O)c1c(SCC(=O)NC2CCCCC2)[nH]c2ccccc2c1=O	.	.	.	2.2%	.	i	42.9	0.9%	0.3%	.
Cc1ccc(S(=O)(=O)Nc2nonc2C)cc1	-11.2%	-2.2%	-7.2%	1.1%	1	i	19.4	.	0.3%	-16.1%
CCCCCCCCCCCCC(=O)CCCCC(=O)O	2.4%	-1.1%	-12.6%	5.9%	1.1	i	40.5	0.1%	2.1%	-2.3%
CC1CN(C(=S)Nc2ccc(Br)cc2)CC(C)O1 (stereo not drawn)	.	.	.	2.3%	.	i	54.0	0.0%	0.2%	.
O=C(NCCCN1CCOCC1)[C@@H]1CSC2c3ccccc3C(=O)N21 (stereo partly drawn)	6.1%	5.0%	6.6%	2.5%	1.1	i	58.3	0.1%	0.2%	13.7%
CC(=C/c1ccccc1)/C=N/NC(=O)c1ccccn1	-2.9%	4.2%	.	2.4%	.	i	46.0	-0.4%	.	.
O=C(COc1ccc(Br)cc1Cl)Nn1cnnc1	4.7%	13.5%	-37.8%	1.6%	1.1	i	61.0	0.7%	2.5%	-38.9%
CCN(CC)C(=O)Cn1cc(S(=O)(=O)CC(=O)N2CCOCC2)c2ccccc21	.	.	.	0.9%	.	i	40.8	-0.4%	4.1%[50 µM]	.
C/C(=N\NC(=O)Cc1ccc(Cl)cc1)c1ccc(F)cc1	.	.	.	6.0%	.	i	43.7	-1.0%	1.6%	.
COc1ccc(NC(=O)CCNS(=O)(=O)c2cc(Br)cnc2N)c(OC)c1	.	.	.	2.2%	.	i	41.7	-0.4%	0.2%	.
O=C(CCCCCN1C(=O)c2ccccc2C1=O)Nc1ccccc1	-1.5%	0.1%	-2.6%	1.5%	1.2	.	.	0.0%	5.0%	4.5%
